Apoferritin bind: binds horse apoferritin like a general anesthetic; P02791; apoferritin/1-aminoanthracene competitive binding, fluorescence; Potency, µM (highest dose often 77.5 µM), without a hit: at the top dose activity change, negative = displacement, hits mostly inhibitors; 350,000 tested, 0.074% active; AID 485281; also: potency is read from the fitted curve at half-maximal effect; % is scaled to controls: 0 for no effect and ±100 for the full control effect; nearly all actives have a fitted effect of over 20% in size
Target sequence (P02791 2-175 limits assumed): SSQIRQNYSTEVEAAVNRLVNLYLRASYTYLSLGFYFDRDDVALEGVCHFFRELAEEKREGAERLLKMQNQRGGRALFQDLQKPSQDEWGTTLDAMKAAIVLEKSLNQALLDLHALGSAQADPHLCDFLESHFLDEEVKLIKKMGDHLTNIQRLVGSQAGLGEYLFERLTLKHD
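Probe: 1-aminoanthracene (50% saturated, PBS). Protein: horse-spleen apoferritin, 10 uM. Incubation: 10 min, room temperature. Detection: 380 nm excitation, 535 nm emission. Analysis: normalized response, four-parameter Hill.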
D1 potentiator: human D1 dopamine receptor positive modulation | HEK293 TREx D1 cells, calcium flux, dopamine EC20 potentiation | potentiation, % at 10 µM | 360,000 tested, 0.036% active | AID 504651; in the data active = potentiation above about 30%; also: 0% is about no effect
D1 ag: human D1 receptor agonism | 360,000 tested, 1% active | activation, % at 2 µM | AID 504660 | HEK293 T-REx D1 cells, calcium flux, agonist mode; in the data active = activation above about 30%; also: 0% is about no effect
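Inducible HEK293 T-REx D1 cells, force-coupled to calcium signalling, were plated at 4000 cells/well with tetracycline and held overnight at 30 C. After no-wash calcium dye loading, compound-evoked calcium rise over 180 s flagged agonists.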
D1 antag: human D1 dopamine receptor antagonism. 360,000 tested, 3.2% active. AID 504652. activity change, negative = inhibition, % at 10 µM. P21728. HEK293 TREx D1 cells, calcium flux, dopamine EC80; stronger effect = lower value; in the data active = activity change below about -30%; also: % is scaled to controls: 0 for no effect and ±100 for the full control effect
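Kinetic fluorescence of a calcium dye serves as the read-out. D1-expressing Hek293 Trex cells, induced overnight at 30 C, are exposed to compound for 180 s before an EC80 dopamine addition, then read 180 s further.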
TRHR PAM: allosterically enhances the human TRH receptor. enhancement, % at 2 µM. 360,000 tested, 0.66% active. P34981. TRHR cells, fluo-8 calcium fluorescence, EC20 TRH enhancement. AID 493056; in the data active = enhancement above about 30%; also: 0% is about no effect
Target sequence (P34981 whole entry, looked up): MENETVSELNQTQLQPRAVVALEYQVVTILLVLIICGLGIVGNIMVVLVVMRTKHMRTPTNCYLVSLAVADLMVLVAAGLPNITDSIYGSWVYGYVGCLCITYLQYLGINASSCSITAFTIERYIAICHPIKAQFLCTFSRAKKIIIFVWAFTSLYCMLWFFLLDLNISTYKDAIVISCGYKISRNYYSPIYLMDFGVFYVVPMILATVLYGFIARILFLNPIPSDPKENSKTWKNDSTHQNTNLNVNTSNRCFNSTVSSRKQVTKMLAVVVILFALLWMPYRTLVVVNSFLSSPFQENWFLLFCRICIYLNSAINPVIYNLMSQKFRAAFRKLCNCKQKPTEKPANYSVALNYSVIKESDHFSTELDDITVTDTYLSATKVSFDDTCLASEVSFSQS
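Enhancer read-out: after compound pinning and an initial kinetic agonist-mode read, an EC20 of TRH (10 nM final) was injected and fluo-8 calcium signal (Ex 480/Em 530) followed at 1 s/cycle for 100 cycles in TRHR-expressing cells.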
RXFP1 agonist: agonists of human relaxin receptor RXFP1; AID 2676; 370,000 tested, 0.3% active; Potency, µM (highest dose often 57.5 µM), for the others: top-dose activation, actives largely listed as activators; Q9HBX9; HEK293T-RXFP1 cAMP TR-FRET, 30 min; response scale: percent of porcine relaxin response, buffer zero; also: potency is read from the fitted curve at half-maximal effect; % is scaled to controls: 0 for no effect and ±100 for the full control effect; nearly all actives have a fitted effect of over 60% in size; many of its hits are not listed in these tables
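cAMP rise read by TR-FRET after 30 min, 37C compound exposure (up to 58 uM) in RXFP1-transfected HEK293 cells with Ro 20174 present. EC50 from Hill-equation fits, with 29 nM porcine relaxin as 100% and buffer as basal.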
TRHR ag: activates the human TRH receptor; P34981; TRHR cells, calcium flux fluo-8, FDSS agonist mode; activation, % at 2 µM; 360,000 tested, 0.18% active; in the data active = activation above about 30%; also: 0% is about no effect
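Fluo-8-loaded TRHR cells; 10 s baseline, compound added, kinetic Ca2+ fluorescence read 1/s, agonist mode.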
D2 potentiator: positive allosteric modulators of human D2 dopamine receptor. P14416. HEK293 T-REx D2, calcium flux, EC20 dopamine potentiation. potentiation, % at 10 µM. 340,000 tested, 0.34% active;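 active = potentiation over 3 SD above the plate norm, cut at about 30% in these data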; also: 0% is about no effect
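Tetracycline-induced HEK293 T-REx cells force-coupled to calcium signalling expressed D2; compounds were pin-added after a 10 s baseline, read kinetically 180 s, then an EC20 dopamine challenge followed with a further 180 s calcium read.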
RXFP1 antag: blocks the human relaxin receptor RXFP1 | Q9HBX9 | HEK293-RXFP1, relaxin-stimulated cAMP HTRF, 30 min; stronger effect = lower value | activity change, negative = inhibition, % at 57.5 µM | 350,000 tested, 0.59% active;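 active = activity change of -60% or lower, but not beyond a set lower limit; inconclusive = change between -60% and -40%, or beyond the set limit; inactive = change above -40%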; also: % is scaled to controls: 0 for no effect and ±100 for the full control effect
The depositor's hits bear a star; ? = inconclusive; · = not tested or not shown; [ ] = remark or other dose. Unless noted, calls follow the shape of the dose curve; as a rule, active = well fitted curve in the direction sought with a large enough effect; inconclusive = small, poorly fitted or top-dose-only effect, or another doubt; inactive = no such curve, though single readings can be large; an effect the other way counts as inactive or inconclusive. Some of the compounds tested; rates above refer to the full screens.

SMILES	Apoferritin bind	D1 potentiator	D1 ag	D1 antag	TRHR PAM	RXFP1 agonist	TRHR ag	D2 potentiator	RXFP1 antag
O=C(O)c1ccc2c(c1)C(=O)N([C@H](Cc1ccc(O)c(O)c1)C(=O)O)C2=O	-0.2%	-7.8	5.7	-22.4	4.2	0.3%	-0.1	·	·
C/C(=N\NC(=O)c1ccn(C)n1)c1cccc(NC(=O)c2ccc(C)s2)c1	-8.3%	-2.6	0.9	-17.0	6.3	2.2%	-0.8	-2.8	-6.6
CCOCCCNC(=O)c1ccc(OC2CCN(C(C)=O)CC2)c(OC)c1	1.0%	3.5	9.3	-4.7	3.9	0.9%	-0.2	12.7	-4.7
CCCNC(=O)c1c(N)n(-c2cc(OC)cc(OC)c2)c2nc3ccccc3nc12	54.6%[activator]	-3.1	1.0	-7.8	2.4	1.1%	0.1	14.3	12.4
CC(C)c1ccc(OCC(=O)N(c2ccccn2)C2CCCCC2)cc1	0.2%	-4.9	7.1	-5.8	21.1	-1.6%	-1.2	-8.1	-14.5
CC(=O)c1ccc(NC(=O)C2CCC(CNS(=O)(=O)c3ccc(Br)s3)CC2)cc1 (stereo unspecified)	65.7%[activator]	-2.6	15.0	1.0	-1.5	15.1%	3.0	-0.2	4.6
O=C(Cc1ccsc1)NCC(c1ccco1)N1CCCCC1 (stereo unspecified)	-12.1%	-1.1	4.1	-6.6	14.7	-0.1%	0.2	-17.7	8.1
COC(=O)c1sccc1NC(=O)c1ccccc1[N+](=O)[O-]	-8.6%	-0.4	1.3	-12.7	0.6	0.6%	-0.8	7.5	-7.2
COc1ccc(CN2CCC(n3nccc3NC(=O)CCCc3ccccc3)CC2)cc1C	-14.1%	-1.9	37.7*	-21.3	-0.1	-1.4%	1.4	-23.2	-1.7
CC(C)C(=O)Nc1nnc(CCN2CCCCC2)s1	1.8%	-3.0	2.8	4.7	23.9	4.8%	-0.4	17.3	13.8
COc1cc(-c2nnc(SCC(=O)NC3CCCC3)n2C)cc(OC)c1O	-0.9%	-4.5	1.6	-40.9*	-2.3	0.0%	0.4	0.3	-11.7
COc1ccc(C)cc1NC(=O)N(Cc1ccc(C)o1)C1CCN(C(C)=O)CC1	-20.3%	-0.6	2.6	11.5	0.2	5.7%	-0.5	5.1	-12.9
CCOc1ccc(NC(=O)CN(C)C(=O)c2sc3ccccc3c2Cl)cc1OCC	·	-18.2	3.5	-14.6	-2.4	1.9%	0.0	-3.2	-14.0
Cc1nc2nc(SCC(=O)N(Cc3ccccc3)C(C)C)nn2c(C)c1Cc1ccccc1Cl	?	2.6	3.7	-7.7	2.4	4.6%	0.3	10.7	-23.6
CS(=O)(=O)N(Cc1ccccc1)c1ccc(C(=O)Nc2ccccc2C(=O)O)cc1	-6.6%	18.0	0.7	6.7	0.6	1.2%	-0.7	-3.2	-6.6
CCOC(=O)c1cnn(-c2ncnc3sc(C)c(C)c23)c1N	-11.2%	-3.5	2.5	-6.6	-7.1	1.2%	-0.1	-4.9	-7.6
CCC(C)[C@H](NC(=O)Nc1ccc2c(c1)OCCO2)C(=O)OC (stereo partly specified)	0.6%	0.1	3.0	4.8	-0.6	1.8%	0.4	-0.1	0.8
O=C(NCc1nc2ccccc2[nH]1)c1cccc(S(=O)(=O)N2CCCCC2)c1	-11.6%	-11.9	0.1	-4.0	24.9	3.7%	-0.1	-17.5	8.1
COc1ccc(C(=O)NCC(=O)OCC(=O)Nc2ccc(C)c(S(=O)(=O)N(C)C)c2)cc1OC	-11.4%	-4.5	0.5	3.1	23.5	0.0%	-0.5	5.2	1.8
O=C(Cn1c(NCCO)nc2ccccc21)c1ccco1	-4.4%	-5.0	2.0	0.1	12.9	-0.7%	0.5	4.3	4.5

Two entries drawn at random from the list so far, as already listed:
SMILES	Apoferritin bind	D1 potentiator	D1 ag	D1 antag	TRHR PAM	RXFP1 agonist	TRHR ag	D2 potentiator	RXFP1 antag
O=C(Cc1ccsc1)NCC(c1ccco1)N1CCCCC1 (stereo unspecified)	-12.1%	-1.1	4.1	-6.6	14.7	-0.1%	0.2	-17.7	8.1
COc1ccc(C)cc1NC(=O)N(Cc1ccc(C)o1)C1CCN(C(C)=O)CC1	-20.3%	-0.6	2.6	11.5	0.2	5.7%	-0.5	5.1	-12.9

Single entries from the entries so far.
Value for CS(=O)(=O)N(Cc1ccccc1)c1ccc(C(=O)Nc2ccccc2C(=O)O)cc1 in D1 ag: 0.7
Value for Cc1nc2nc(SCC(=O)N(Cc3ccccc3)C(C)C)nn2c(C)c1Cc1ccccc1Cl in TRHR ag: 0.3

Next section.
SMILES	Apoferritin bind	D1 potentiator	D1 ag	D1 antag	TRHR PAM	RXFP1 agonist	TRHR ag	D2 potentiator	RXFP1 antag
COc1ccc(C(=O)O)cc1S(=O)(=O)NCc1ccccn1	-3.5%	0.7	4.6	20.0	4.5	0.4%	0.8	2.9	-1.0
O=c1[nH][nH]c(C(F)(F)F)c1C=Nc1cccc(Cl)c1	-17.1%	0.7	0.8	3.0	12.0	3.0%	0.1	0.0	-4.0
Cc1cccc(NC(=O)COc2ccccc2C)n1	-9.6%	3.1	2.6	-1.3	4.9	-0.6%	0.6	9.4	-3.7
OCCC1CN(Cc2ccccc2O)CCN1CCCc1ccccc1 (stereo unspecified)	-6.8%	-7.7	0.7	20.1	0.8	-0.3%	0.2	-20.0	5.0
Cc1c(C(=O)NC2CCCCC2)oc2ccccc12	?	-3.0	9.0	17.3	-1.3	2.8%	0.8	-6.8	-8.1
O=C(CS(=O)(=O)c1ccccc1)c1cc2ccccc2oc1=O	-16.5%	6.9	3.9	2.8	-0.7	0.5%	0.3	1.4	-28.8
Cc1c(C(=O)N(C)C)c2cc(Cl)ccc2n1O	-0.5%	-3.2	2.4	-2.9	-1.5	2.4%	-0.2	-2.7	17.6
O=S(=O)(NC1CC1)c1cccc(S(=O)(=O)N2CCCC2)c1	-6.9%	-6.3	2.5	-6.9	-6.7	1.5%	0.6	-3.3	5.2
CC(C)NC(=O)c1[nH]nc2c1CCc1ccccc1-2	2.3%	-1.6	0.9	4.8	0.4	-1.9%	-0.2	-3.4	3.4
O=C(NCCN1CCN(C(=O)c2ccc(F)cc2)CC1)C(=O)NCc1ccccc1	-3.5%	·	1.5	-0.3	10.9	0.0%	-0.4	2.0	10.6
O=S1(=O)Nc2c(cc(Cl)c3ccc(Cl)nc23)-c2ccccc21	·	-5.4	6.2	10.6	-2.0	·	0.5	·	·
Cc1ccccc1CNC(=O)C1CCC(=O)N(Cc2cccc(F)c2)C1 (stereo unspecified)	-5.4%	-0.9	2.5	-2.1	-0.8	1.2%	-0.2	2.3	35.5
CC(C)c1ccc(N(C(=O)c2ccco2)C(C(=O)NC2CCCC2)c2ccncc2)cc1 (stereo unspecified)	4.5%	-7.7	0.3	-12.9	-8.9	-0.7%	-0.3	·	1.9
Cc1nccn1CCC(=O)O	-7.8%	-4.0	3.5	4.2	3.7	2.2%	0.4	11.7	-3.9
COc1cc(C(=O)OCC#N)ccc1OCc1c(C)noc1C	15.7%	7.5	4.4	4.1	-0.2	0.1%	0.1	-4.7	3.1
CCCc1nnc(SCC(=O)N2C(C)CCCC2C)n1CCCOC (stereo unspecified)	-6.9%	-5.3	0.6	12.8	-4.5	-0.4%	0.4	-4.3	-4.3
COc1ccc(Cn2c(=O)c3ccccc3n3c(-c4ccc(C)cc4)nnc23)cc1	-0.9%	-0.8	8.1	-0.3	1.1	2.9%	-0.2	-5.2	-4.7
NC(=O)c1ccccc1NC(=O)/C=C/c1c(Cl)cccc1Cl	-11.8%	0.4	1.9	7.7	10.4	-1.5%	0.4	-24.7	-23.0
COC(=O)c1cc(NC(=O)CN(c2ccccc2OC)S(=O)(=O)c2ccccc2)ccc1Cl	-14.5%	2.9	8.3	-1.9	6.2	-0.7%	1.0	-3.5	0.1
CCN1C(=O)[C@H]2[C@@H](c3ccc(-c4cccc(Cl)c4)cc3)N3CCCC[C@@]3(C(=O)OC)[C@H]2C1=O	·	-3.0	9.4	-1.4	-10.5	0.5%	0.6	4.1	·
O=S(=O)(NCCc1ccncc1)c1ccc(Br)cc1	?	-2.2	0.1	5.2	5.0	0.9%	-0.1	9.6	-2.0
Cc1ccc(NC(=O)CSc2nc3ccc(NC(=O)CCc4ccccc4)cc3s2)cc1	-1.8%	-1.8	1.0	0.9	-1.7	-0.8%	0.3	18.0	·
O=C(CCCc1nc(-c2ccccc2)no1)NC1CCCC1	4.2%	-11.8	6.1	1.9	2.0	2.2%	0.2	·	2.2
CNS(=O)(=O)c1ccc(CCC(=O)N2CCN(c3ccccc3OC)CC2)cc1	-6.1%	-8.1	2.6	7.6	-2.2	0.9%	-1.0	18.3	-7.2
O=C(COC(=O)CNC(=O)c1ccc(Br)cc1)NCCC1=CCCCC1	-19.0%	-7.0	-1.2	-19.2	-4.4	-0.4%	-0.4	4.1	-3.0
CC(C)c1nnc(NC(=O)C2CCN(c3nc4ccccc4s3)CC2)s1	-11.1%	8.2	1.5	29.5	-0.2	0.4%	-0.3	3.3	3.7
CNC(=S)N(CCc1c(C)[nH]c2ccc(OC)cc12)Cc1ccco1	4.0%	-1.2	1.4	-5.7	-5.7	1.1%	-0.3	5.5	-6.2
